PPARg SRC-1 ag – PPARgamma agonists recruiting SRC-1 coactivator, primary screen, biochemical; PPARgamma-SRC-1 coactivator recruitment biochemical assay; activation, % at 8 µM; 200,000 tested, 0.41% active; in the data active = activation above about 19%;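 note: 0% = DMSO and 100% = reference agonist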
Target sequence (P37231 whole entry, looked up): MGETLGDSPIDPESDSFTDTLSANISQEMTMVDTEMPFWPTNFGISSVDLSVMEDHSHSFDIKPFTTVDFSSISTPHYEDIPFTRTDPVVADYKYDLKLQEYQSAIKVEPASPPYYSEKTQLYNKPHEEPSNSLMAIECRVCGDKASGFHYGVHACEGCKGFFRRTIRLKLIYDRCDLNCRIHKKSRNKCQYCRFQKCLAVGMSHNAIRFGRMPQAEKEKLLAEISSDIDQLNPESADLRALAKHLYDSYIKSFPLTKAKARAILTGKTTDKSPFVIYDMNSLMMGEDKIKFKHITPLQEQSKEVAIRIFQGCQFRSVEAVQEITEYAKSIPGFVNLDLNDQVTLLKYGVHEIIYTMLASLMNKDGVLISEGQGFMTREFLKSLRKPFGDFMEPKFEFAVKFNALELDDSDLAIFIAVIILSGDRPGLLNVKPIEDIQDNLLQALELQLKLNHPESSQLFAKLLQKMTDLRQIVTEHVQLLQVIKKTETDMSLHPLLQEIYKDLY
ROMK mod – ROMK potassium channel modulators, primary screen, cell-based, thallium flux, MLSMR library; ATP-sensitive inward rectifier potassium channel 1 (Homo sapiens), P48048; Tet-inducible ROMK, thallium flux fluorescence; actives lie on both sides; B-score at 10 µM; 130,000 tested, 2% active; AID 1918, 2009;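 active = signal ratio slope over the read window, or its plate-corrected B-score, at least 3 SD from the plate mean, either direction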;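 note: B-score of the F/F0 ratio slope over 7 to 12 s after thallium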
PPARg SRC2 recr – agonists of PPARg-SRC-2 recruitment, primary screen, biochemical, HTS; AID 1032, 2008; 200,000 tested, 0.34% active; PPARgamma LBD-SRC-2 recruitment; activation, % at 8 µM; Peroxisome proliferator-activated receptor gamma (Homo sapiens), P37231; in the data active = activation above about 22%;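 note: 0% = vehicle and 100% = reference agonist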
TLR4-MyD88 BLA – inhibitors of TLR4-MyD88 association in cells, primary screen, cell-based, HeLa CL3-4, BLA complementation, FRET ratio. HeLa CL3-4 TLR4/MyD88 BLA complementation. inhibition, % at 8.4 µM. AID 861, 2007. 200,000 tested, 0.18% active; in the data active = inhibition above about 25%;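 note: 0% = vehicle and 100% = reference inhibitor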
TR-FRET SRC-2 ct – TR-FRET signal artefacts, primary screen, artefact control for PPARgamma SRC-2 agonist project, biochemical | TR-FRET artefact counter-screen; stronger effect = higher value | TR-FRET ratio at 8 µM | 200,000 tested, 0.4% active | AID 1049, 2008; in the data active = TR-FRET ratio above about 2000; note: inactives centre near 1500
STAT3 blocker – IL-6 driven STAT3 reporter inhibitors, primary screen, U3A cells, luciferase, luminescence, MLSCN library | IL-6 STAT3-luciferase reporter; host cell line lacks STAT1 | inhibition, % at 5.5 µM | 190,000 tested, 0.89% active | AID 862, 2007;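 active = inhibition above the mean inhibition across all screened compounds plus 3 SD, cut at about 44% in these data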;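 note: 0% = DMSO only wells and 100% = 100 µM nifuroxazide control wells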
S1P3 antagonist – S1P3 receptor antagonists, primary screen, cell-based. CHO S1P3 NFAT-BLA reporter, FRET fluorescence, antagonist mode. inhibition, % at 4.98 µM. 170,000 tested, 0.27% active;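 active = inhibition above the plate cutoff, the mean inhibition of test wells on that plate plus 3 SD, cut at about 28% in these data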;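 note: cells challenged with S1P at its EC80 of 0.8 µM; blue over green emission ratio from cleaved BLA substrate after 4 h stimulation; 0% = S1P-stimulated wells and 100% = unstimulated DMSO-only wells; some compounds past the cut are filed as inactive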
Target sequence (Q99500 whole entry, looked up): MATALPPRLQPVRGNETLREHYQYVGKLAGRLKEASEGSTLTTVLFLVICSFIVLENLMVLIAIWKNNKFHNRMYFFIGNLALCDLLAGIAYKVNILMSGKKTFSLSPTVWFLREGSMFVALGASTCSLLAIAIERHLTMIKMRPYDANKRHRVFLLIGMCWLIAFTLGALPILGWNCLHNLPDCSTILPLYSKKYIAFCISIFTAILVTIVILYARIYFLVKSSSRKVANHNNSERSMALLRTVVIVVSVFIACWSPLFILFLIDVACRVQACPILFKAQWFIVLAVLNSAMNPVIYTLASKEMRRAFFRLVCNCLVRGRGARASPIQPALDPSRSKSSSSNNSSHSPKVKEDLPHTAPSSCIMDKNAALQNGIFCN
STAT3 activator – IL-6 driven STAT3 reporter potentiators, primary screen, U3A cells, luciferase, luminescence, MLSCN library | IL-6 STAT3-luciferase reporter; 100% = signal with IL-6 EC80 alone | activation (% of control), % at 5.6 µM | 190,000 tested, 0.91% active | AID 871, 2007;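 active = activation above the screen-wide mean of compound activation plus 3 SD, cut at about 130% in these data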;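 note: 0% = background luminescence of wells with medium and substrate only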
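Material: STAT1-lacking human U3A cells, STAT3 luciferase reporter | Benchmarks: IL-6-only wells as 100% reference | Probe or stimulus: IL-6 (33 ng/mL) | Timing: Compound 1 h, then IL-6 6 h at 37 °C | Detection: Luminescence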
STAT1 blocker – STAT1 signaling inhibitors, primary screen, cell-based, HTS, luciferase reporter; NIH 3T3 STAT1-luciferase reporter, IFN-gamma, luminescence; inhibition, % at 5.5 µM; 200,000 tested, 0.35% active;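 active = inhibition above a set limit, the mean inhibition across all tested compounds plus 3 SD, cut at about 34% in these data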;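 note: 0% = IFN-gamma with DMSO and 100% = IFN-gamma with 300 µM nifuroxazide; values of inactives mirror those of a sister screen read the other way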
PPARg SRC3 recr – PPARgamma agonists recruiting SRC-3 coactivator, primary screen, biochemical; Peroxisome proliferator-activated receptor gamma (Homo sapiens), P37231; 200,000 tested, 0.26% active; biochemical PPARgamma/SRC-3 coactivator recruitment assay; activation, % at 8 µM; in the data active = activation above about 23%;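 note: 0% = DMSO and 100% = reference agonist; some compounds past the cut are filed as inactive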
RAM network inh – inhibitors of the yeast RAM network, primary screen, dse1pr::URA3 reporter, 5-FOA selection. S. cerevisiae dse1pr::URA3 reporter, 5-FOA growth OD615, 2 d; analog-sensitive cbk1-as2 kinase mutant strain. AID 868, 2007. 190,000 tested, 1.8% active. inhibition, % at 50 µM;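 active = inhibition above a set limit, 3 SD over mean compound inhibition, cut at about 8.4% in these data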;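 note: 0% = DMSO-only wells with no growth and 100% = 10 µM 1-NA-PP1 full growth; inhibition rescues growth on 5-FOA so higher OD means more RAM inhibition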
The depositor's hits bear a star; x = not tested or not shown. Compounds as they come; 5.6% or so of the library scored in one or more.

SMILES	PPARg SRC-1 ag	ROMK mod	PPARg SRC2 recr	TLR4-MyD88 BLA	TR-FRET SRC-2 ct	STAT3 blocker	S1P3 antagonist	STAT3 activator	STAT1 blocker	PPARg SRC3 recr	RAM network inh
O=C(O)CCCCCn1c(SCC(=O)Nc2ccc(F)cc2)nc2ccsc2c1=O	4	0.32	-3	3	1465	-5	-1	105	-9	-1	6.5
COc1ccccc1NC(=O)Cn1nnc(-c2ccccc2NC(=O)c2cc3ccccc3oc2=O)n1	-4	0.0084	-7	-2	1501	-8	x	114	-18	1	6.0
Cc1cccc(CC2S/C(=N/N=C/c3ccco3)NC2=O)c1 (stereo unspecified)	1	0.9	-5	0	1647	6	-27	95	5	5	2.2
CC(=O)SC(C)CC(=O)NCc1ccccc1 (stereo unspecified)	1	0.53	5	-5	1544	-2	x	102	2	3	1.6
CCN(CCO)c1nc(SC)nc2c1sc1nc(-c3ccco3)c3c(c12)CCC3	5	x	18	2	1799	13	x	99	3	5	1.9
Cc1cc(C)c2c(c1)/C(=N/NS(=O)(=O)c1ccccc1)CCC2	1	0.6	4	8	1487	0	x	105	-4	-10	2.3
CCc1ccc(C2=Nn3c(nnc3-c3cccs3)SC2)cc1	8	0.044	1	-6	1609	19	3	87	-11	8	3.4
CN(Cc1ccccc1)S(=O)(=O)c1ccc(OCC(=O)Nc2cccc([N+](=O)[O-])c2)cc1	0	x	-1	-4	1698	-10	-19	108	-3	-1	2.8
O=C(NC1CCCC1)C(c1ccccc1F)N(C(=O)Cc1cccs1)c1ccc2c(c1)OCCO2 (stereo unspecified)	3	x	-2	7	1649	-16	14	112	2	1	4.1
CCC(=O)c1ccc(OCC(O)Cn2nnc3ccccc32)cc1 (stereo unspecified)	-7	-1.4	2	-5	1485	0	9	107	-6	5	0.0
CC(C)OC(=O)CSc1nnc(SCc2cccc3ccccc23)s1	1	0.46	-3	11	1318	-1	x	102	-5	-11	0.9
COc1cc2c(cc1OC)-c1cc(NCc3ccccn3)nc(=O)n1CC2	6	x	9	1	1553	-11	-5	114	-1	0	0.3
CCOC(=O)Nc1sc(C)c(C)c1C(N)=O	0	x	4	-3	1802	6	-7	94	8	-1	1.4
Cc1cc(S(=O)(=O)NC(C)C)ccc1OCC(=O)N1CCOCC1	8	0.073	5	1	1720	2	x	99	4	5	0.6
CCNC(=O)CC1C(=O)N(CC)C(=S)N1NC(=O)c1cccnc1 (stereo unspecified)	0	x	4	8	1533	-5	-2	107	2	3	0.7
CC(C)(C)n1nnnc1C(c1ccc(C#N)cc1)N1CCCC2(CCCCC2)C1 (stereo unspecified)	3	-1.7	7	-1	1784	7	-169	99	-4	6	2.4
CCCCc1nnc(NC(=O)CSc2nc(O)c(Cc3ccccc3)c(=O)[nH]2)s1	4	0.2	1	-5	1682	4	4	97	-1	-1	3.4
CCN(C(=O)COC(=O)c1ccc(COc2ccc3c(C)cc(=O)oc3c2)cc1)C1CCS(=O)(=O)C1 (stereo unspecified)	0	0.25	3	7	1699	6	-16	101	-6	1	3.8
CC(=O)c1sc(Nc2ccccn2)nc1C	53*	x	48*	-3	2724*	19	-2	87	-16	74*	1.6
COc1ccc(CNC(=O)CSCc2ccccc2Cl)cc1	0	x	2	-20	1581	0	-6	101	-19	3	0.2
Cc1cc(C)n(-c2ncc(-c3ccccc3)nn2)n1	0	x	-1	2	1633	19	2	91	-18	-4	-0.9
O=S(=O)(c1ccc2nc(Cc3ccccc3)[nH]c2c1)N1CCOCC1	1	x	0	-5	1659	5	-7	98	4	-3	0.5
CNC(=S)NNC(=O)c1cccc(N(C)C)c1	-6	-0.86	-1	-2	1607	23	4	87	1	0	1.3
COCCN(C(=O)CN1CCCc2ccccc21)c1c(N)n(Cc2ccccc2)c(=O)[nH]c1=O	0	x	9	4	1615	-15	x	123	-1	4	1.4
O=C(c1ccc(S(=O)(=O)c2ccccc2)cc1)N1CCCCCC1	4	-0.51	-9	-2	1513	19	0	85	14	1	-0.1
COc1cccc(CC2(CO)CCCN(Cc3cnn(-c4ccccc4)c3)C2)c1 (stereo unspecified)	6	-1	7	4	1506	2	8	100	7	3	-0.8
Cc1ccc(S(=O)(=O)c2nc(-c3ccccc3)oc2NCCN2CCOCC2)cc1	-6	x	1	-11	1511	8	-4	97	1	-3	0.8
CCNS(=O)(=O)c1cc(OC)ccc1OC	6	0.024	5	-4	1605	1	x	100	4	22	-0.3
COc1ccccc1N=CC1=C(O)CC(c2ccccc2)CC1=O (stereo unspecified)	4	x	11	17	1764	5	2	99	-9	2	5.1
COc1cc(C=Nc2c(C)cc(C)cc2C)ccc1OC(C)=O	12	0.6	2	-20	1484	-9	2	105	6	6	1.2
COCCNCCCCOc1ccccc1-c1ccccc1	14	-1.4	-1	5	1519	-3	2	107	10	3	1.6
CC1=CC(C)(C)N(C(=O)CSc2nnc(N)s2)c2cc(C)c(C)cc21	-5	x	8	-22	1715	14	x	94	10	10	1.6
O=C(CSc1ncccn1)N/N=C/c1cccs1	-4	-0.28	-3	6	1439	0	x	104	2	1	2.0
Cc1ccc(NC(=S)Nc2cccnc2)c(S(=O)(=O)N2CCCCC2)c1	5	0.37	-1	-14	1571	12	11	96	7	2	1.2
CCOc1ccc(C2c3c(oc4cc(C)c(C)cc4c3=O)C(=O)N2CCCN(C)C)cc1OC (stereo unspecified)	4	x	0	11	1648	-3	0	107	-4	-4	-0.9
CC1(C)CC(=O)C(N=Nc2cc(C(F)(F)F)ccc2Cl)=C(O)C1	-6	-0.98	6	-5	1547	-1	-6	105	8	-1	0.0
Cc1cc(C)n(-c2ccc(C(=O)NCc3cccs3)cc2)n1	-11	x	-7	-12	1301	8	9	100	5	-2	0.7
CCOC(=O)C1=C(O)c2ccccc2C(=O)/C1=C\c1ccc(C)cc1	11	x	3	5	1495	-40	-2	134*	10	6	4.6
CN(C)CCCNc1ccc(-c2nn(C)c(=O)c3ccccc23)cc1[N+](=O)[O-]	2	-0.99	-1	8	1496	5	-6	100	3	1	1.0
CCOc1ccccc1/C=N/NC(=O)c1ccc(Cn2cc([N+](=O)[O-])cn2)o1	0	-1.4	-5	-3	1575	4	x	100	-1	-6	1.1
CC(/C=C/C1(O)C(C)CC(=O)CC1(C)C)OC1OC(CO)C(O)C(O)C1O (stereo unspecified)	1	x	3	9	1645	x	-15	x	-10	-3	-0.5
O=C(Nc1cc(C(F)(F)F)ccc1N1CCOCC1)c1ccccc1	1	-0.95	4	1	1709	1	x	100	2	9	1.4
CN1C(=O)C(O)(CC(=O)/C=C/c2ccco2)c2cc(Br)ccc21 (stereo unspecified)	-1	-1.7	-4	-9	1413	5	-7	103	10	-2	2.9
CC1(C)CC(=O)c2cc(C(=O)NC3CCSC3=O)c(=O)n(-c3ccccc3)c2C1 (stereo unspecified)	-8	x	-6	0	1402	7	-38	97	-1	-8	-0.1
Cc1ccc(S(=O)(=O)N2CCOCC2)cc1NC(=O)COC(=O)Cc1ccsc1	-1	x	4	-4	1523	-2	6	98	11	6	0.5
CCCNC(=S)N1CCN(c2nc(C)nc3sc4c(c23)CCCC4)CC1	4	-0.72	6	-11	1704	15	-6	89	6	-3	0.5
COc1ccc(-n2c(N)c(C(=O)NCC3CCCO3)sc2=S)cc1 (stereo unspecified)	-2	x	3	-2	1367	0	22	102	1	6	0.0
Cc1ccc(CN2CCN(Cc3ccc4c(c3)OCCO4)CC2CCO)cc1 (stereo unspecified)	4	0.00013	-3	-2	1549	11	6	101	-4	0	1.8
C/C(Cl)=C\Cn1c(NCCc2ccccc2)nc2c1c(=O)n(C)c(=O)n2C	-5	-0.82	7	9	1727	15	6	91	24	4	6.1
CC(C)(C)c1ccc(OCC(=O)Nc2ccc(-c3nc4cccnc4o3)cc2)cc1	3	-0.21	8	-9	1592	6	x	94	-3	0	3.2
c1ccc2sc(Nc3nc4cc5c(cc4s3)OCO5)nc2c1	6	0.15	13	-3	1759	0	-1	100	-98	5	1.6
O=C(NC(=S)Nc1ccc(CN2CCOCC2)cc1)c1cc2ccccc2o1	4	-0.22	1	-7	1710	13	-12	92	-12	0	1.2
O=C(/C=C/c1ccccc1)C1C(=O)c2ccccc2C1=O	-2	x	-1	1	1501	-8	-8	102	-12	-12	4.5
COc1ccc(C2C(C(=O)O)c3ccccc3C(=O)N2C)cc1Br (stereo unspecified)	1	x	4	4	1490	-2	-3	105	1	9	0.9
S=C(NCc1ccccn1)Nc1cccc(Cl)c1	6	x	-2	9	1548	-3	x	102	-2	1	0.3
Cc1cc2ncn(CCC(=O)NC3CCCC3)c2cc1C	-7	0.13	2	-4	1448	23	5	88	-1	2	0.5
Cc1cc(-n2c(C)cc(C(=O)CSc3ccc4c(c3)OCCO4)c2C)no1	0	x	1	-5	1512	9	14	97	6	8	5.3
CCN(CC)S(=O)(=O)c1ccc(N2CCOCC2)c(NCC(=O)Nc2ccc(F)cc2)c1	-8	1.7	4	11	1551	-3	-1	106	6	2	0.8
O=C1Cc2cccc3cccc1c23	6	x	10	0	1538	-6	x	106	-7	2	3.5
CC(c1ccccc1)C1CC(=O)N(Cc2ccco2)C1=O (stereo unspecified)	-3	x	-2	-13	1482	4	-15	100	-4	-1	1.3
C=C(C)COc1ccc(-c2n[nH]c(C)c2Oc2ccccc2OC)c(O)c1	14	0.0042	12	-5	1573	0	-17	104	3	0	5.3
CCCC1=NN(c2ccc([N+](=O)[O-])cc2)C(=O)/C1=C/N(C)C	-12	x	-8	14	1365	-23	10	120	-22	0	3.5

Whole records as entered above.
C=C(C)COc1ccc(-c2n[nH]c(C)c2Oc2ccccc2OC)c(O)c1 reads PPARg SRC-1 ag: 14; ROMK mod: 0.0042; PPARg SRC2 recr: 12; TLR4-MyD88 BLA: -5; TR-FRET SRC-2 ct: 1573; STAT3 blocker: 0; S1P3 antagonist: -17; STAT3 activator: 104; STAT1 blocker: 3; PPARg SRC3 recr: 0; RAM network inh: 5.3
S=C(NCc1ccccn1)Nc1cccc(Cl)c1 reads PPARg SRC-1 ag: 6; ROMK mod: x; PPARg SRC2 recr: -2; TLR4-MyD88 BLA: 9; TR-FRET SRC-2 ct: 1548; STAT3 blocker: -3; S1P3 antagonist: x; STAT3 activator: 102; STAT1 blocker: -2; PPARg SRC3 recr: 1; RAM network inh: 0.3

Bioassay records from PubChem BioAssay.
